esBAF inh: Bmi1 luciferase reporter increase in mESCs, primary screen, esBAF inhibitor project, mouse ES cells, Bmi1 luciferase knock-in, single point; 24 h; 100% = twice the neutral-well signal; reporter increase, % at 12.5 µM; actives 2% (n = 350,000); AID 602393, 2012; in the data active = activation above about 40%;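 also: 0% = median of the plate's neutral control wells and 100% = double that signal; a rise in the Bmi1 reporter signal indicates esBAF inhibition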
SIRT5 block: SIRT5 desuccinylase inhibitors, primary screen, biochemical, fluorescence imaging, single point, set 5; actives 1.1% (n = 330,000); Purified SirT5, succinyl-peptide AMC, trypsin-coupled fluorescence; NAD-dependent protein deacylase sirtuin-5, mitochondrial (Homo sapiens), Q9NXA8; inhibition, % at 15 µM; in the data active = inhibition above about 15%
Target sequence (Q9NXA8 whole entry, looked up): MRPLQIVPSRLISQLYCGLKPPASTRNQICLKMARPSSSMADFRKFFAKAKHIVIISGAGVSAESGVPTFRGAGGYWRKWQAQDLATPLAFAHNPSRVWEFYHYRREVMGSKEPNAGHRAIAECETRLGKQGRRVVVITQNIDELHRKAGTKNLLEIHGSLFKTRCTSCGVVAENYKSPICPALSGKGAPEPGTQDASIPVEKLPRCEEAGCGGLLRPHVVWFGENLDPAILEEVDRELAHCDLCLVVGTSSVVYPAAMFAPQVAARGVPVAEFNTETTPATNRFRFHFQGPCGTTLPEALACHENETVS
CASP6 VEID inh: human caspase-6 inhibitors, primary screen, biochemical, VEID-R110 fluorescence, single point, set 2; purified caspase-6, Z-VEID-R110 cleavage fluorescence; inhibition, % at 12.5 µM; actives 0.53% (n = 350,000); P55212;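 active = mean inhibition across replicates at least about 35%, with every replicate also reaching that limit, limit read from the data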;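 also: 0% = median of neutral control wells and 100% = no fluorescence left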
Target sequence (P55212 24-179 limits assumed): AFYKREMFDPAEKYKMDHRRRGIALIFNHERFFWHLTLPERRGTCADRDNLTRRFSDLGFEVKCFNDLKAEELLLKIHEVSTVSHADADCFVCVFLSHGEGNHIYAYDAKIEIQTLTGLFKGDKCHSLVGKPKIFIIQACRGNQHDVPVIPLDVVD
Target sequence (P55212 194-293 limits assumed): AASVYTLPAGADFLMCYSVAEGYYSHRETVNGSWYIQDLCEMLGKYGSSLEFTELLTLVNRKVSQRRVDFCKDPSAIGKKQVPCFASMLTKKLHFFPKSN
LGR2 inh: inhibitors of bursicon-induced LGR2 CRE-luciferase signal, primary screen, cell-based, HEK293, CRE-luciferase reporter, bursicon stimulation | Drosophila bursicon receptor LGR2 (rickets) | bursicon-stimulated, 4 h | inhibition, % at 9.99 µM | actives 0.35% (n = 380,000) | AID 720647, 2013;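 active = drop in luminescence signal, shown as inhibition above about 50% in the replicate tests, limit read from the data, passing the limit was not always enough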;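 also: agonist challenge used bursicon conditioned medium at about half maximal strength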
S100A4 inh HTS: inhibitors of S100A4-myosin IIA peptide binding, primary screen, biochemical, fluorescence polarization, TAMRA-MyoIIA peptide; actives 0.14% (n = 360,000); AID 652163, 2013; Protein S100-A4 (Homo sapiens), P26447; inhibition, % at 10.7 µM;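 active = mean inhibition of at least 70% across replicates, with every replicate also reaching that level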
Target sequence (P26447 whole entry, looked up): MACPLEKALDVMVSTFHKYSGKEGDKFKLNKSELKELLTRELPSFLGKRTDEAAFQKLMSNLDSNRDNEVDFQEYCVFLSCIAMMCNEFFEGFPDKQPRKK
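Material: S100A4 monomer (human). Medium: Calcium-containing HEPES buffer, pH 7.2. Probe or stimulus: labelled myosin peptide probe, 5 nM. Compound dosing: one concentration per compound. Timing: polarization read 5 min after assay mix addition, stable 5–60 min. Benchmarks: DMSO as neutral control, TFP as positive control.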
Statin myotox sup: suppressors of statin myotoxicity in C2C12 myotubes, primary screen, cell-based, single point, plate reader; C2C12 myotubes + simvastatin, ATP luminescence, 48 h; scaled: DMSO 0, geranylgeraniol control 100; actives 0.78% (n = 330,000); rescue of ATP level, % at 7.49 µM;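 active = mean ATP rescue above about 67%, or every replicate alone reaching that limit, limit read from the data, passing the limit was not always enough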;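 also: myotubes were challenged with 10 µM simvastatin during compound exposure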
FN deposition inh: inhibitors of fibronectin matrix deposition, primary screen, AH1F cells, Alexa488-fibronectin fluorescence, plate reader; AH1F fibroblasts, overnight; inhibition, % at 12.6 µM; actives 0.086% (n = 350,000);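 active = mean inhibition across replicates of 30% or more, regardless of how many single replicates reach that level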;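 also: positive control wells lacked labelled fibronectin entirely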
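Material: AH1F fibroblast monolayer depositing Alexa488-labelled fibronectin into matrix / Amount: 10000 AH1F cells per well / Signal: fluorescence 485/525 nm / Medium: DMEM, 2% serum / Compound: single dose, pinned / Incubation: 1 h cell adhesion before compound, then overnight fibronectin incubation / Reagent: Alexa488-FN, 24 nM final / Read-out: inhibition of fibronectin deposition signal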
Numbers without * were called inactive; · = not tested or not shown. A portion of the library. The share of hits here may be higher or lower than overall.

SMILES | esBAF inh | SIRT5 block | CASP6 VEID inh | LGR2 inh | S100A4 inh HTS | Statin myotox sup | FN deposition inh
CC(C)CNC(=O)c1cccc2c(-c3cccnc3)coc12 | 15 | 1 | 17 | -21 | -4 | 4 | -12
Cc1ccc(F)cc1NC(=O)N1CCNC(=O)C1CC(=O)Nc1cc(Cl)ccc1Cl (stereo not given) | 3 | -3 | -2 | -18 | 29 | 15 | -5
CCN(C(=O)CSc1cc(C)c2cccc(C)c2n1)C1CCS(=O)(=O)C1 (stereo not given) | · | 2 | 0 | 10 | -4 | · | 2
O=C(C1CC1)N1CC(=O)N2[C@H](CO)[C@@H](c3ccc(C#CC4CCCC4)cc3)[C@H]2C1 | · | -4 | 1 | 3 | 5 | · | -1
CC(=O)c1ccc(Oc2cc(-c3ccccc3)nc(-c3ccccc3)n2)cc1 | · | 2 | 2 | 5 | -2 | · | 1
CN1CCN(C(=O)C2CC(c3c(F)cccc3Cl)=NO2)CC1 (stereo not given) | 8 | · | · | -3 | · | -2 | ·
Cc1ccc(S(=O)(=O)N2C[C@H](O)COC[C@H]3O[C@@H](CC(=O)NCCN4CCCCC4)CC[C@@H]32)cc1 | 1 | -1 | -12 | -11 | 4 | 0 | -1
Cc1cccc(NC(=O)C[n+]2cccc(C)c2)c1 | -10 | -1 | -14 | -11 | 3 | -3 | -5
CC1CCc2c(nc3sc4c(c3c2N)CCCC4)C1 (stereo not given) | 30 | 3 | -2 | -64 | 2 | -31 | 12
COCC#Cc1ccc2c(c1)O[C@H](CN(C)C(=O)CC1CC1)[C@@H](C)CN([C@H](C)CO)S2(=O)=O | -9 | 4 | 2 | 5 | 38 | 13 | -4

Given as labelled records: entries from further up
CC(C)CNC(=O)c1cccc2c(-c3cccnc3)coc12
  esBAF inh: 15; SIRT5 block: 1; CASP6 VEID inh: 17; LGR2 inh: -21; S100A4 inh HTS: -4; Statin myotox sup: 4; FN deposition inh: -12

Cc1ccc(F)cc1NC(=O)N1CCNC(=O)C1CC(=O)Nc1cc(Cl)ccc1Cl (stereo not given)
  esBAF inh: 3; SIRT5 block: -3; CASP6 VEID inh: -2; LGR2 inh: -18; S100A4 inh HTS: 29; Statin myotox sup: 15; FN deposition inh: -5

The listing continues.
SMILES | esBAF inh | SIRT5 block | CASP6 VEID inh | LGR2 inh | S100A4 inh HTS | Statin myotox sup | FN deposition inh
COc1cc(/C=C(\C#N)c2ccccn2)ccc1OCC(=O)Nc1ccc(Br)cc1 | · | -5 | -6 | -1 | -7 | · | -2
CC(C)Cn1cc(C(=O)NCc2cccs2)c2c3ccccc3n(C)c2c1=O | 1 | · | · | · | · | -68 | 7
COc1ccc(C(=O)O)c(O)c1 | 0 | 7 | -1 | -8 | -6 | -5 | ·
CCc1ccccc1NC(=O)CCC(=O)N1CCN(C(C)=O)CC1 | 6 | -4 | -6 | -5 | -1 | -5 | 4
CCN(CC)S(=O)(=O)c1ccc(C(=O)N2CCc3ccccc32)cc1 | 1 | 16* | 2 | 31 | -2 | 8 | -1
C[C@@H](O)C#Cc1ccc([C@@H]2[C@@H](CO)N3CCCCN(C(=O)c4ccc(F)cc4)C[C@@H]23)cc1 | · | -1 | -2 | 3 | 12 | · | ·
CC(C)(C)c1ccc(CN2N=C(/C=C/c3ccccc3)CCC2=O)cc1 | 0 | -7 | -3 | 0 | -1 | -4 | 0
COc1ccc(C2Nc3ccccc3C(=O)N2c2ccc(C)cc2)cc1Cn1nnc2ccccc21 (stereo not given) | 13 | -1 | 1 | -30 | -7 | -10 | ·
C[C@@H]1CN([C@H](C)CO)S(=O)(=O)c2ccc(C3=CCCC3)cc2O[C@@H]1CN(C)C(=O)C1CCOCC1 | 0 | -5 | -2 | -4 | 10 | -26 | -10
C[C@@H]1CN([C@H](C)CO)C(=O)Cc2cc(NC(=O)Cc3cn(C)c4ccccc34)ccc2O[C@H]1CN(C)Cc1ccccc1 | 11 | 2 | -3 | 3 | -7 | 63 | ·
O=C(C[C@@H]1CC[C@H]2NC[C@H](O)COC[C@@H]2O1)N1CCc2ccccc2C1 | -9 | 2 | 7 | -7 | 22 | 13 | 1
COc1ccc(S(=O)(=O)Nc2ccc3c(c2)C(=O)N([C@@H](C)CO)C[C@@H](C)[C@@H](CN(C)C(=O)Nc2ccc(C(F)(F)F)cc2)OCCCC[C@@H](C)O3)cc1 | 4 | 7 | 0 | 11 | 0 | · | 8
O=C1CCC[C@@H]2CC(N3CCCCC3)C[C@@H]3CCN1[C@H]23 (stereo not given in full) | 1 | -1 | -15 | 12 | -30 | -3 | ·
CCCOC1CCCN(C(=O)CCc2nnc(CCCCc3ccccc3)o2)C1 (stereo not given) | · | -2 | -2 | -14 | 3 | · | 1
COc1ccc(Nc2nc(CC(C)=O)ns2)cc1OC | 9 | -1 | 0 | -11 | 1 | -7 | ·
Cc1ccc(C(=O)N2[C@@H]3CN(C)C(=O)[C@@]2(Cc2ccccc2)[C@H]2C(=O)N(Cc4ccccc4)C(=O)[C@@H]32)cc1 | -2 | -8 | 1 | 11 | -4 | 0 | 3
Cc1cc(=O)n2c3ccccc3n(C)c2n1 | -3 | 6 | 0 | 17 | 3 | 1 | 6
COc1cc(OC)cc(-c2noc(-c3csc([C@@H]4C[C@H](O)[C@@H](CO)O4)n3)n2)c1 | 48* | · | 1 | -3 | -15 | 1 | 7
C[C@@H]1CN([C@H](C)CO)C(=O)c2cc(NC(=O)c3ccncc3)ccc2O[C@@H](C)CCCCO[C@H]1CN(C)Cc1ccc(C(=O)O)cc1 | -2 | -2 | 0 | 0 | 3 | · | ·
CNC[C@@H]1Oc2c(NC(=O)Nc3ccc(F)cc3)cccc2C(=O)N([C@@H](C)CO)C[C@H]1C | -1 | 1 | 1 | -6 | 0 | -2 | ·
CCNC(=O)[C@@H]1[C@@H](CO)[C@@H]2Cn3c(ccc(-c4cccc(F)c4)c3=O)[C@@H]2N1C(C)=O | · | -22 | 1 | 2 | 12 | · | ·
COc1ccc(N(CC(=O)N2c3ccccc3CC2C)S(=O)(=O)c2c(C)noc2C)cc1 (stereo not given) | -1 | · | · | · | · | -23 | -2
Cc1cc(C)cc(C(=O)N2CCN(Cc3ccc4c(c3)OCO4)CC2)c1 | -1 | 0 | -1 | 3 | -4 | 15 | 5
C[C@H]1CN([C@@H](C)CO)C(=O)Cc2cc(NC(=O)Cn3cnnn3)ccc2O[C@@H]1CN(C)S(=O)(=O)c1cccs1 | -1 | -1 | 0 | -13 | 2 | -23 | ·
O=C(O)CCC(=O)N1CCc2cc(S(=O)(=O)N(CCc3ccccc3)Cc3ccccc3)ccc21 | 1 | · | · | -23 | · | 35 | ·
CC(C)NC(=O)Nc1ccc2c(c1)CC(=O)N([C@H](C)CO)C[C@@H](C)[C@@H](CN(C)C(=O)Nc1ccc(C(F)(F)F)cc1)O2 | 0 | -2 | 1 | 7 | 4 | 4 | ·
Cc1ccc(S(=O)(=O)N2CCOCC2)cc1NC(=O)COC(=O)c1ccco1 | 2 | · | 4 | 1 | -2 | -3 | 5
Cc1ccccc1S(=O)(=O)Nc1nc2ccccc2nc1Cl | -4 | -3 | 10 | 11 | 2 | -11 | 18
COc1ccc(CN(C)C[C@H]2Oc3ccc(NS(=O)(=O)c4c(C)noc4C)cc3C(=O)N([C@H](C)CO)C[C@H]2C)cc1 | 3 | 11 | -5 | 7 | 24 | · | ·
CSCCC(NC(=O)c1ccccc1Cl)C(=O)OCC(=O)N1CCCC1=O (stereo not given) | 0 | 6 | -5 | 5 | -2 | -4 | 8
CCCOc1ccc(C2C(=O)N(C3CCCCC3)CC(=O)N2CCCOCC)cc1OC (stereo not given) | -10 | · | · | 4 | · | 16 | 1
COCCCN(C(=O)Cc1coc2cc(C)c(C)cc12)c1c(N)n(Cc2ccccc2)c(=O)[nH]c1=O | · | -1 | -1 | -3 | 0 | · | 3
CCOC(=O)CSc1nnc(CCCCCN2C(=O)c3cccc4cccc(c34)C2=O)o1 | 8 | -2 | 0 | -10 | -2 | -1 | 3
CC(C)(C)NC(=O)NC(=O)CN1CCN(S(=O)(=O)/C=C/c2ccccc2)CC1 | 1 | -3 | 1 | 15 | -8 | -7 | 1
CCCNC(=O)Nc1ccc2c(c1)OC[C@@H](C)N(Cc1ccccc1)C[C@H](C)[C@H](OC)CN(C)C2=O | 5 | 10 | -1 | 0 | -1 | 15 | -6
COc1cc(C(C)=O)ccc1Oc1ncnc2c1cnn2-c1ccc(C)c(C)c1 | 0 | · | · | -16 | · | -8 | 4
Cn1c(N)c(S(=O)(=O)N2CCN(C(=O)c3ccco3)CC2)c(=O)n(C)c1=O | · | 0 | 1 | -2 | 0 | · | 4
Cc1ccc(-c2cc(C(=O)Nc3cc(C)ccc3C)[nH]n2)c(O)c1 | 31 | · | · | · | · | 55 | -8
COc1ccc(OCC(=O)Nc2cc(-c3nn(C)c(=O)c4ccccc34)ccc2N2CCOCC2)cc1 | 14 | -2 | -2 | 9 | 3 | -18 | -4
COc1cc(CN2CCN(c3cccc(C)c3C)CC2)cc(Br)c1O | -7 | · | · | · | · | -9 | -7

2 of these compounds in another layout:
| SMILES | esBAF inh | SIRT5 block | CASP6 VEID inh | LGR2 inh | S100A4 inh HTS | Statin myotox sup | FN deposition inh |
| --- | --- | --- | --- | --- | --- | --- | --- |
| COc1ccc(OCC(=O)Nc2cc(-c3nn(C)c(=O)c4ccccc34)ccc2N2CCOCC2)cc1 | 14 | -2 | -2 | 9 | 3 | -18 | -4 |
| COc1cc(CN2CCN(c3cccc(C)c3C)CC2)cc(Br)c1O | -7 | · | · | · | · | -9 | -7 |

(more compounds)
SMILES | esBAF inh | SIRT5 block | CASP6 VEID inh | LGR2 inh | S100A4 inh HTS | Statin myotox sup | FN deposition inh
COc1ccccc1N1C(=O)c2ccc(C(=O)Nc3ccc(C(=O)O)cc3)cc2C1=O | -5 | 13 | 3 | 10 | -8 | -5 | 1
Cc1ccc(C(c2ccc(C)c(C)c2)C(O)C2OC(=O)C(O)C2O)cc1C (stereo not given) | · | -6 | 14 | 0 | 5 | · | -2
COC(=O)CNC(=O)Cn1nc(C)c([N+](=O)[O-])c1C | · | -2 | -1 | -5 | -3 | · | 2
CC(=O)N1CCN(C(=O)CCNS(=O)(=O)c2ccc(Br)cc2)CC1 | -4 | -4 | -2 | -2 | 0 | -4 | -5
COc1cc(/C=N/NC(=O)c2ccncc2)cc(OC)c1OC | -8 | -2 | 0 | 1 | 7 | -1 | -2
CC(C)NC(=O)C1(C)CSCC(=O)N1Cc1cccc(F)c1 (stereo not given) | · | -2 | 0 | -8 | -26 | · | 11
CCC(=O)Nc1ccc2c(c1)C(=O)N(C)C[C@H](OC)[C@@H](C)CN(Cc1nccs1)[C@H](C)CO2 | -4 | · | · | 7 | · | 8 | 8
NSc1nc(N)c2nc(-c3ccccc3)c(-c3ccccc3)nc2n1 | -5 | -4 | -4 | -10 | -9 | 2 | -5
N#Cc1ccc(OCC(=O)OCC(=O)Nc2sccc2C(N)=O)cc1 | -2 | 1 | 3 | -8 | -5 | 3 | -1
COC(=O)c1c(NC(=O)c2ccoc2C)sc(C)c1C | -6 | -5 | 0 | 10 | -8 | 4 | 2
COc1ccc(SC[C@H](C)CN2CC[C@H](C)CCC2=O)cc1 | 6 | -1 | -2 | 4 | -2 | 9 | 11
CCc1ccc(N2CC(C(=O)Nc3ccc(S(=O)(=O)NCC4CCCO4)cc3)CC2=O)cc1 (stereo not given) | 8 | -1 | -1 | -6 | -10 | 2 | -5
